M. tuberculosis GlmU: inhibition of mycobacterial GlmU enzyme – biochemical, glucosamine-1-phosphate acetyltransferase (AID 1376); M. tuberculosis GlmU acetyltransferase enzyme assay; higher % means a stronger effect; inhibition, %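 (tested at 30 µM in the primary screen)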; hits with a dose series show IC50 in µM; 0.25% of 220,000 active; in the data active means inhibition above about 13%; inconclusive means no clear call, values can overlap the other calls;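 further: 0% = complete reaction with vehicle and 100% = reaction without substrate; strong numbers were not always called active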
Mtb RmlCD inh: inhibitors of Mycobacterium tuberculosis RmlC and RmlD coupled enzymes | RmlC+RmlD coupled enzyme assay, percent inhibition; primary screen in compound mixtures | inhibition, % at 3.6 µM | 0.03% of 160,000 active | AID 1533; in the data active means inhibition mostly above about 34%, no sharp cut-off; inconclusive means no clear call, values can overlap the other calls; inactive means mostly below about 22%; further: some results filed as inactive read as strong as hits
Target sequence (P9WH09 whole entry, looked up): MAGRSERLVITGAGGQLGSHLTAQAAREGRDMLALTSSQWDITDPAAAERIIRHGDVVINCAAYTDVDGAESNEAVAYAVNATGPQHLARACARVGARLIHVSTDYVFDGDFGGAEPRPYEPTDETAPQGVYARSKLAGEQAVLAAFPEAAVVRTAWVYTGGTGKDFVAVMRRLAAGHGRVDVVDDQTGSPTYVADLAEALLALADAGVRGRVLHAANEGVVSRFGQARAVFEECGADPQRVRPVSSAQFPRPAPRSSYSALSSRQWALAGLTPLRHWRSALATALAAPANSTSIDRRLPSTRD
Target sequence (P9WH11 whole entry, looked up): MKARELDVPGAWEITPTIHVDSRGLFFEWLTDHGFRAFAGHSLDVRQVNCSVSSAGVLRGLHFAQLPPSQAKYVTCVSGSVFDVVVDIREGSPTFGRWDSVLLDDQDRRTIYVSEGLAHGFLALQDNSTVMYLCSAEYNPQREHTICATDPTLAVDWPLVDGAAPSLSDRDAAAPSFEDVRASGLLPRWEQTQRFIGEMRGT
Numbers without * were called inactive; ? = inconclusive; / = no result given. These rows are one share of the data, so the mix of outcomes need not match the whole.

| mol | M. tuberculosis GlmU | Mtb RmlCD inh |
| --- | --- | --- |
| CC1CC1C(=O)OCC(=O)Nc1cccc(S(=O)(=O)NC2=NCCCCC2)c1 (stereo not drawn) | 3.9% | -4 |
| CCCCCCc1nc2c(=O)[nH]c3ccccc3c2o1 | 1.2% | -5 |
| CCc1cc2c(C)ccc(C)c2nc1SCC(=O)Nc1c[nH]c(=O)[nH]c1=O | -1.7% | -1 |
| Cc1ccccc1N=C(NO)c1nonc1N | -0.2% | -2 |
| O=C(NC(Cc1c[nH]c2ccccc12)C(=O)O)/C(=C/c1ccco1)NC(=O)c1ccccc1 (stereo not drawn) | 0.9% | 10 |
| COc1ccccc1N1CCN(C(=O)c2cc(-c3ccc4c(c3)OCO4)on2)CC1 | 3.3% | -12 |
| Nc1nc2nc(-c3ccc(Cl)cc3)cc(C(F)(F)F)n2n1 | 1.7% | / |
| Cn1c(CN2CCCCC2)nc2cc(NC(=O)c3ccccc3Cl)ccc21 | -3.1% | -2 |
| O=C(C/C=N\OCc1ccc(Cl)cc1Cl)Nc1ccccc1 | -5.5% | -10 |
| COc1ccccc1C(=O)Nc1sc(C(=O)N2CCCC2)c(C)c1C#N | 1.6% | 2 |
| COc1ccc(OC)c(NC(=O)C2CCN(S(=O)(=O)c3c(C)noc3C)CC2)c1 | -3.8% | 0 |
| O=C(c1ccco1)N1CCN(C(=O)c2nn3cccnc3c2Cl)CC1 | 1.5% | -3 |
| COCCNC(=O)CSc1nc2cc(OC)c(OC)cc2c(=O)n1Cc1ccco1 | -2.0% | / |
| O=S(=O)(c1c(Cl)sc(Cl)c1Br)N1CCCC1 | -1.4% | -15 |
| COc1ccc(NC(=O)C(C)Sc2nnc3c4c(nc(-c5ccc(OC)cc5)n23)CC(C)(C)OC4)cc1 (stereo not drawn) | -1.0% | -1 |
| CCC(=O)N1CCc2cc(Br)cc(S(=O)(=O)NCCN3CCCCC3CC)c21 (stereo not drawn) | -2.1% | / |
| CCOc1ccc(/C(O)=C2/C(=O)C(=O)N(CC3CCCO3)C2c2ccco2)cc1 (stereo not drawn) | 0.6% | / |
| CCOC(=O)C(Cc1ccccc1)NS(=O)(=O)c1ccc(NC(C)=O)cc1 (stereo not drawn) | -1.6% | -13 |
| Cc1ccc(OCC(=O)O/N=C(\N)Cc2ccc(Cl)cc2)cc1 | -0.9% | -7 |
| CCOC(=O)C1=C(C)Nc2ncnn2C1c1cc(Br)ccc1F (stereo not drawn) | 2.6% | / |
| CCOP(=O)(OCC)C(NC(=O)Nc1ccc(Cl)cc1)C(N)=O (stereo not drawn) | -0.1% | -7 |
| Brc1cc2c(cc1Br)OCCOCCOCCOCCO2 | -0.6% | 2 |
| Cc1cccc(N2C(=O)CN(Cc3cccs3)C2=S)c1 | -3.5% | 10 |
| COCCNC(=O)/C(C#N)=C/c1ccc(SC)cc1 | 4.8% | 2 |
| O=C(NCC1CCCN(C(=O)c2cccnc2)C1)c1ccc(-c2ccccc2)cc1 (stereo not drawn) | -2.2% | ? |
| O=C(Cn1cc(F)c(=O)[nH]c1=O)NCCO | -0.7% | 4 |
| O=C(Nc1cnccn1)c1cccc(C(F)(F)F)c1 | 0.6% | -6 |
| CC(C)C(=O)Nc1cccc(S(=O)(=O)c2cccc(NC(=O)C(C)C)c2)c1 | -0.2% | / |
| Cc1cccc(OCC(=O)Nc2ccccc2N2CCCCC2)c1 | 2.1% | / |
| COc1ccccc1NS(=O)(=O)c1cccc(C(=O)N/N=C/c2ccccc2OCC(=O)O)c1 | -1.9% | -6 |

Complete entries, looked up by structure. Order of screens: M. tuberculosis GlmU, Mtb RmlCD inh
CCCCCCc1nc2c(=O)[nH]c3ccccc3c2o1 is listed as 1.2%, -5
Cc1cccc(N2C(=O)CN(Cc3cccs3)C2=S)c1 is listed as -3.5%, 10

(continued)
| mol | M. tuberculosis GlmU | Mtb RmlCD inh |
| --- | --- | --- |
| COc1ccc(CCNC(=O)c2cc(=O)[nH]c3ccc(Br)cc23)cc1OC | -3.0% | 7 |
| COc1ccc(NC(=O)Nc2ccon2)c(OC)c1 | 0.5% | / |
| CC1=NOC(=O)/C1=C\c1ccc(-c2ccccc2Br)o1 | -0.8% | 3 |
| Cc1nn(C)c(C)c1C1C(C#N)=C(N)OC2=C1C(=O)CCC2 (stereo not drawn) | -1.1% | / |
| CCc1nnc(SCC(=O)Nc2ccccc2)nc1CC | -3.9% | / |
| Cc1ccc(-c2noc(CN(C(=O)C34CC5CC(CC(C5)C3)C4)C(C)C)n2)cc1 | -3.6% | -1 |
| Cc1nc2c3ccccc3n(CCN3CCCCC3)c2s1 | / | 11 |
| COc1ccc(C(OCC2CO2)c2ccc(OC)cc2)cc1 (stereo not drawn) | -7.6% | / |
| CCC(C(=O)c1ccc2ncccc2c1)c1ccccc1 (stereo not drawn) | 5.4% | -1 |
| COc1cccc(N(C(=O)CNC(=O)c2ccco2)C(C(=O)NC2CCCC2)c2ccncc2)c1 (stereo not drawn) | 1.2% | 8 |
| CC(=O)c1cccc(NC(=O)c2ccc(N(Cc3ccccc3)S(C)(=O)=O)cc2)c1 | 3.8% | -6 |
| CCn1c(SCC(N)=O)nnc1-c1ccc2[nH]c(C)c(C)c2c1 | -4.4% | / |
| Cc1ccc(Cn2cccc2C2=NC(C)CO2)cc1 (stereo not drawn) | -3.8% | -7 |
| CN(C)c1ccc(NC2=C(Cl)C(=O)c3ccccc3C2=O)cc1 | 8.0% | 9 |
| CC1(c2ccccc2)NC(=S)N2C1NC(=S)N2c1ccccc1 (stereo not drawn) | / | 10 |
| Cc1[nH]nc(Nc2ccccc2)c1[N+](=O)[O-] | 4.1% | / |
| CCOC(=O)c1cc(NC(=O)COc2ccc([N+](=O)[O-])cc2)cc(C(=O)OCC)c1 | 2.9% | -8 |
| COc1ccccc1-c1c(C)c(C)nc(N)c1C#N | -5.2% | 1 |
| CCCNCc1cc(OC)c(OCc2ccccc2)cc1Br | -1.1% | / |
| Cc1nn(Cc2ccccc2Cl)c(Cl)c1/C=C/C(=O)OCC(=O)NC(N)=O | -4.5% | 6 |
| O=C(c1ccccc1)N1CC(COc2ccccc2)OC(c2cccnc2)O1 (stereo not drawn) | 2.3% | 5 |
| O=C(NCCc1ccncc1)Nc1ccccc1 | 2.8% | -9 |
| CCCN(CCC)c1nc(Cl)nc(NCCN2CCOCC2)n1 | 3.1% | 2 |
| CN(C)C(=O)c1c2c(nc3ccccc13)-c1ccccc1CC2 | 1.3% | -11 |
| O=[N+]([O-])c1ccc(/C=N/n2c(-c3cccnc3)n[nH]c2=S)cc1 | 1.7% | -7 |
| O=C(Nc1ccc(N2CCCCC2)c(C(=O)O)c1)c1ccco1 | -0.9% | -10 |
| CC(C)(C)OC(=O)N1CCC(C(=O)N2CCCCCC2)CC1 | 6.5% | / |
| CN1CCN(c2cccc3c2C(=O)c2ccccc2C3=O)CC1 | -5.9% | 5 |
| CCc1n[nH]c(=S)n1/N=C/c1ccc(NC(C)=O)cc1 | 6.2% | -12 |
| COc1ccc(C2CC(c3cccc(C)c3)n3ncnc3N2)cc1 (stereo not drawn) | -0.7% | 6 |

Reprinted from above (two entries):
| mol | M. tuberculosis GlmU | Mtb RmlCD inh |
| --- | --- | --- |
| COc1ccc(CCNC(=O)c2cc(=O)[nH]c3ccc(Br)cc23)cc1OC | -3.0% | 7 |
| COc1ccc(NC(=O)Nc2ccon2)c(OC)c1 | 0.5% | / |

Continuation.
| mol | M. tuberculosis GlmU | Mtb RmlCD inh |
| --- | --- | --- |
| C/C(CCc1ccc2c(c1)OCO2)=N\NC(=O)c1ccccc1 | -7.2% | 9 |
| Cc1ccc(C(=O)OC/C(O)=C(\C#N)c2nc3ccccc3[nH]2)cc1S(=O)(=O)N1CCOCC1 | 3.0% | 17 |
| Clc1ccccc1CSC1=NCCCN1 | -3.8% | / |
| Cc1ccccc1Cn1cnc2c(oc3ccccc32)c1=O | -5.5% | 2 |
| O=C(COC(=O)c1ccccc1Nc1ccccc1F)c1ccccc1 | -1.0% | 4 |
| CCOc1ccc(NC(=O)COc2ccc(C(=O)NC3CCCc4ccccc43)cc2OC)cc1 (stereo not drawn) | 3.0% | -13 |
| COc1ccc(C(=O)C2CCCN(Cc3cnc(N4CCCC4)s3)C2)cc1OC (stereo not drawn) | 3.4% | / |
| O=C(C[n+]1ccccc1)Nc1ccc(Oc2ccccc2)cc1 | -6.9% | -5 |
| CCN(CC(=O)Nc1ccc(C(=O)Nc2ccc(OC)cc2)cc1)Cc1nc2ccccc2c(=O)[nH]1 | 0.0% | / |
| COc1ccc(C(=O)OCC(=O)Nc2cc(S(=O)(=O)N3CCOCC3)ccc2N2CCCC2)cc1 | 0.1% | 4 |
| CC(=O)Nc1ccc(S(=O)(=O)Nc2ccc(N3CCOCC3)cc2)cc1 | 2.5% | 6 |
| COc1ccccc1C(=O)NC(=S)/C=C1/N(C)c2ccccc2C1(C)C | 1.3% | -1 |
| COc1ccc(N(C(=O)c2ccc(Br)o2)C2C=CS(=O)(=O)C2)cc1 (stereo not drawn) | 1.4% | / |
| Cc1nn(-c2ccccn2)c(N)c1N=O | -9.2% | -12 |
| OCCC1CN(Cc2ccccc2-c2ccco2)CCN1Cc1ccccc1 (stereo not drawn) | -0.9% | / |
| COc1ccc(CCNC(=O)c2cc(S(=O)(=O)N(C)c3ccccc3)ccc2Cl)cc1 | -4.6% | 2 |
| Cc1ccc(NCc2ccccc2O)c(C)c1 | 1.5% | 9 |
| Cc1nnc(SCC(=O)Nc2nccs2)s1 | 4.2% | -4 |
| CCN=C1SC(C(N)=O)CC(=O)N1CC (stereo not drawn) | -4.9% | 19 |
| N#CCC(=O)Nn1c(=S)[nH]c2ccccc2c1=O | 7.4% | 14 |
| CN1CC2([N+](=O)[O-])CC=C(Cl)C([N+](=O)[O-])(C1)C2 (stereo not drawn) | 8.4% | 3 |
| CC(C)(C)c1ccc(C(=O)CSc2ncn[nH]2)cc1 | 4.3% | -8 |
| O=C(c1ccco1)c1cn(CC(=O)N2CCCCC2)c2ccccc12 | -6.8% | / |
| O=C1CCN(S(=O)(=O)c2ccccc2)CCN1CCOCc1ccc(F)cc1 | -0.2% | / |
| COc1cccc(-c2nc(C(N)=O)c3[nH]c(=O)n(-c4ccccc4)c3n2)c1OC | -3.6% | 5 |
| COc1ccccc1N1CCN(C(=O)Cc2c(C(=O)O)[nH]c3ccc(Cl)cc23)CC1 | 2.9% | -5 |
| CC1C(=O)NC(=O)C1c1ccccc1 (stereo not drawn) | 0.8% | 11 |
| CC1CCCN(c2ccc(C(=O)N3CCC4(CC3)OCCO4)cc2[N+](=O)[O-])C1 (stereo not drawn) | -2.6% | -5 |
| C=CCNc1nnc(SCC(=O)N2CCCCC2)c2ccccc12 | -2.7% | 32 |
| O=C(c1cccs1)N(CC1CCCO1)c1nc(-c2ccccc2)cs1 (stereo not drawn) | -6.7% | / |
| Cc1sc2nc3c(C(=O)N4CCCC4)cc(C(=O)c4ccccc4O)cn3c(=O)c2c1C | 3.6% | 10 |
| O=C(CN1C(=O)c2ccccc2S1(=O)=O)NC1CCCC1 | -4.5% | 44 |
| CC(C)CC(NC(=O)CNC(=O)C1O[C@@H]2OC(C)(C)O[C@@H]2[C@H]2OC(C)(C)O[C@@H]12)C(=O)O (stereo partly drawn) | -3.9% | 10 |
| O=C(Cn1cccc1C(=O)c1ccccc1)NCc1ccccc1 | 1.7% | / |
| Cc1cccnc1NC(=O)C(C)N1C(=O)c2ccccc2C1=O (stereo not drawn) | -4.9% | -4 |
| CCOC(=O)CSc1nnc(-c2cccc(Br)c2)o1 | 1.9% | / |
| Cc1[nH][nH]c(=O)c1N=Nc1ccccc1C#N | 8.1% | 4 |
| O=c1cc(NC2CCCCC2)c2ccccc2o1 | 0.6% | 9 |
| Cc1ccc(CN2CCN(/N=C/c3ccc(C)s3)CC2)cc1 | 2.3% | -14 |
| CC(C)CCN(CCC(C)C)C(CO)(CO)CO | 9.2% | / |
| C[C@@H](NC(=O)c1nc[nH]c1C(=O)N[C@@H](Cc1ccccc1)C(=O)OCc1ccccc1)c1ccccc1 | -3.6% | / |
| CCOC(=O)c1cc2c(=O)n3cccc(C)c3nc2n(CCOC)c1=NC(C)=O | 11% | -22 |
| CN(Cc1ccccc1)C(=O)COC(=O)C1CCN(S(=O)(=O)c2cccs2)CC1 | 1.7% | 17 |
| CCc1cc2ccccc2nc1SCC(=O)N1CCN(C(=O)c2ccco2)CC1 | -3.5% | -2 |
| Cc1c(C(=O)N2CCCCC2)nn(-c2ccc(Cl)cc2)c(=O)c1C#N | -1.9% | -12 |
| c1ccc(COc2cccc(CNCc3ccccn3)c2)cc1 | -4.4% | -9 |
| COc1ccc(-c2cnnc(N/N=C/c3ccc(O)cc3)n2)cc1 | 4.8% | -8 |
| N#CC(C#N)=C(Nc1ccc(F)cc1)SCc1cccc(F)c1 | -4.0% | 11 |
| Cc1ccc(NC(=O)O/N=C/c2c(C)nn(C(C)(C)C)c2C)cc1Cl | 1.0% | -11 |
| CS(=O)(=O)NCC(c1cccnc1)N1CCN(c2ccccc2F)CC1 (stereo not drawn) | 8.1% | / |
| CN1CCc2nc(SCCOc3ccccc3)c(C#N)cc2C1 | -4.7% | 9 |
| O=C(O)/C=C/c1ccc(S(=O)(=O)NCc2cccnc2)cc1 | 2.1% | 4 |
| CC1CCN(Cc2cc(=O)oc3ccc4ccccc4c23)CC1 | 2.6% | 2 |
| COC(=O)c1ccc(CNC(=O)COC(=O)C23CC4CC(CC(C4)C2)C3)cc1 | -1.8% | / |

Part of the list above in order of count of non-hydrogen atoms, falling:
| mol | M. tuberculosis GlmU | Mtb RmlCD inh |
| --- | --- | --- |
| CS(=O)(=O)NCC(c1cccnc1)N1CCN(c2ccccc2F)CC1 (stereo not drawn) | 8.1% | / |
| CC1CCN(Cc2cc(=O)oc3ccc4ccccc4c23)CC1 | 2.6% | 2 |
| CC(C)CCN(CCC(C)C)C(CO)(CO)CO | 9.2% | / |
